# Compound activity deposited in PubChem by Johns Hopkins Ion Channel Center.
# KCNK3 block = human KCNK3 channel inhibitors, primary screen, CHO cells, FluxOR thallium flux, B-score; Potassium channel subfamily K member 3 (Homo sapiens), O14649; FluxOR fluorescence; active compounds read low; B-score at 10 µM; 340,000 compounds, 0.84% hits; AID 602410, 2012;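 active = B-score under library mean minus 4 SD, starting fluorescence ratio at most library mean plus 5 SD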;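 note: more negative B-score means stronger inhibition of thallium flux through KCNK3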
# MrgX1 agonist = agonists of human MrgX1 receptor, primary screen, HEK293 cells, Fluo-4 calcium flux; Mas-related G-protein coupled receptor member X1 (Homo sapiens), Q96LB2; Fluo-4 calcium fluorescence, agonist mode; active compounds read high; B-score at 10 µM; 310,000 compounds, 0.44% hits;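 active = calcium response B-score plate-corrected fluorescence ratio at least 3 library SD, with starting fluorescence B-score inside 5 SD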
#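 System: HEK293 cells stably expressing human MrgX1 receptor; Dosing: test compound in the initial addition of three; Schedule: overnight plating, then 30 min 37 °C plus 30 min room-temperature dye loading; Detection: kinetic calcium dye fluorescence, Fluo-4 NW; Controls: per-plate positive and negative controls for Z′ factor.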
# KCNQ1 act = potentiators or activators of KCNQ1 channel, primary screen, cell-based, thallium flux, high-throughput | AID 2648, 2010 | 310,000 compounds, 0.35% hits | Potassium voltage-gated channel subfamily KQT member 1 (Homo sapiens), P51787 | CHO-K1 KCNQ1, thallium flux FluxOR fluorescence; active compounds read high | B-score at 10 µM;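 active = fluorescence ratio B-score, a plate-corrected score, at least three library SD, with initial intensity B-score within 5 SD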
#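 Test system: CHO-K1 cells stably expressing KCNQ1 / Medium: assay buffer / Also added: depolarizing K+/Tl+ stimulus, K2SO4 and Tl2SO4 each 12.5 mM in 5x stock / Incubation: 90 min dye loading and 20 min compound exposure, both at room temperature / Signal: thallium influx via FluxOR fluorescence, kinetic imaging / Evaluation: B score of baseline-normalized fluorescence ratio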
# KCNQ1 block = inhibitors of human KCNQ1 channel, primary screen, cell-based, thallium flux, high-throughput | Potassium voltage-gated channel subfamily KQT member 1 (Homo sapiens), P51787 | CHO-K1 KCNQ1, FluxOR thallium flux fluorescence; active compounds read high | B-score at 10 µM | 310,000 compounds, 1.3% hits;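 active = compounds whose thallium flux B-score, printed positive for inhibition, exceeds three library SD while starting fluorescence stays within three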;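 note: channel opened by potassium depolarization with thallium stimulus after 20 min compound exposure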
# KCNK9 inh = KCNK9 potassium channel inhibitors, primary screen, HEK293 cells, thallium flux | FluxOR thallium flux fluorescence; active compounds read low | AID 488922, 2010 | Potassium channel subfamily K member 9 (Homo sapiens), Q9NPC2 | 310,000 compounds, 1.2% hits | B-score at 10 µM;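 active = ratio B-score over 3 SD below the library mean, with starting fluorescence within 5 SD of its mean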;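 note: negative B-score means less thallium flux so channel inhibition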
# RGS4 pot = RGS4 potentiators or activators, primary screen, cell-based, HEK293 M3R inducible RGS4, calcium flux. carbachol calcium flux Fluo4; active compounds read low. B-score at 10 µM. 310,000 compounds, 0.92% hits;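 active = B-score of the integrated calcium signal more than 4 SD below the library mean, with starting fluorescence not abnormally high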;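 note: negative B-score means reduced calcium response which marks RGS4 activation or potentiation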
#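 Detection: kinetic calcium fluorescence imaging with Fluo4-AM dye, 2 µM / Material: HEK293 cells with stable M3R and inducible RGS4 / Schedule: recording 10 s baseline at 1 Hz, 100 s post-agonist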
# TMEM16A inh = TMEM16A chloride channel inhibitors, primary screen, cell-based, HTS | 310,000 compounds, 1.2% hits | normalized B-score (activity score, 25-100; higher = stronger inhibition) at 10 µM | HEK293 TMEM16A/YFP iodide influx fluorescence, ionomycin;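 active = ratio plate-corrected score three or more library SD toward inhibition, starting fluorescence score within five deviations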;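 note: score derived from kinetic fluorescence span divided by baseline fluorescence per well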
# RGS4 block = RGS4 inhibitors, primary screen, cell-based, HEK293 M3R inducible RGS4, calcium flux. Regulator of G-protein signaling 4 (Homo sapiens), P49798. Fluo-4 calcium flux; active compounds read high; triggered by carbachol at its EC20. B-score at 10 µM. 310,000 compounds, 0.45% hits. AID 463165, 2010;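 active = B-score, a plate-corrected calcium signal, over three deviations above library mean, with baseline fluorescence within five deviations of library mean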;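 note: RGS4 expression induced by doxycycline in cells with stable M3 receptor; B-score is computed from the integrated fluorescence ratio over baseline after carbachol; higher B-score means a larger calcium signal and so more RGS4 inhibition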
# TMEM16A act = TMEM16A chloride channel activators or potentiators, primary screen, cell-based, HTS; Anoctamin-1 (Mus musculus), Q8BHY3; HEK293 TMEM16A/YFP-H148Q/I152L, iodide quench fluorescence; active compounds read low; B-score at 10 µM; 340,000 compounds, 0.3% hits; AID 623877, 2012;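 active = fluorescence-ratio B-score plate-corrected deviation score at least 3 library SD below zero, with starting fluorescence score within 5 deviations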;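 note: channel opened by trigger with iodide after compound preincubation; score built on the fluorescence ratio of max minus min over baseline; more negative score means more quench and so TMEM16A activation or potentiation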
# hERG rescue = hERG rescue from dofetilide block, primary screen, cell-based, CHO-hERG, FluxOR thallium flux, dofetilide IC70 | 310,000 compounds, 0.51% hits | activation (rescue from dofetilide block), less the hit threshold, % at 10 µM | Voltage-gated inwardly rectifying potassium channel KCNH2 (Homo sapiens), Q12809 | dofetilide IC70 present | AID 1511, 2009;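 active = activation above the mean of controls blocked by dofetilide plus 5 SD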;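 note: thallium influx through hERG after potassium depolarization seen as dye fluorescence rise; in these data hits start at about 4.7%; inactives centre near -7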
# Target sequence (Q12809 whole entry, looked up): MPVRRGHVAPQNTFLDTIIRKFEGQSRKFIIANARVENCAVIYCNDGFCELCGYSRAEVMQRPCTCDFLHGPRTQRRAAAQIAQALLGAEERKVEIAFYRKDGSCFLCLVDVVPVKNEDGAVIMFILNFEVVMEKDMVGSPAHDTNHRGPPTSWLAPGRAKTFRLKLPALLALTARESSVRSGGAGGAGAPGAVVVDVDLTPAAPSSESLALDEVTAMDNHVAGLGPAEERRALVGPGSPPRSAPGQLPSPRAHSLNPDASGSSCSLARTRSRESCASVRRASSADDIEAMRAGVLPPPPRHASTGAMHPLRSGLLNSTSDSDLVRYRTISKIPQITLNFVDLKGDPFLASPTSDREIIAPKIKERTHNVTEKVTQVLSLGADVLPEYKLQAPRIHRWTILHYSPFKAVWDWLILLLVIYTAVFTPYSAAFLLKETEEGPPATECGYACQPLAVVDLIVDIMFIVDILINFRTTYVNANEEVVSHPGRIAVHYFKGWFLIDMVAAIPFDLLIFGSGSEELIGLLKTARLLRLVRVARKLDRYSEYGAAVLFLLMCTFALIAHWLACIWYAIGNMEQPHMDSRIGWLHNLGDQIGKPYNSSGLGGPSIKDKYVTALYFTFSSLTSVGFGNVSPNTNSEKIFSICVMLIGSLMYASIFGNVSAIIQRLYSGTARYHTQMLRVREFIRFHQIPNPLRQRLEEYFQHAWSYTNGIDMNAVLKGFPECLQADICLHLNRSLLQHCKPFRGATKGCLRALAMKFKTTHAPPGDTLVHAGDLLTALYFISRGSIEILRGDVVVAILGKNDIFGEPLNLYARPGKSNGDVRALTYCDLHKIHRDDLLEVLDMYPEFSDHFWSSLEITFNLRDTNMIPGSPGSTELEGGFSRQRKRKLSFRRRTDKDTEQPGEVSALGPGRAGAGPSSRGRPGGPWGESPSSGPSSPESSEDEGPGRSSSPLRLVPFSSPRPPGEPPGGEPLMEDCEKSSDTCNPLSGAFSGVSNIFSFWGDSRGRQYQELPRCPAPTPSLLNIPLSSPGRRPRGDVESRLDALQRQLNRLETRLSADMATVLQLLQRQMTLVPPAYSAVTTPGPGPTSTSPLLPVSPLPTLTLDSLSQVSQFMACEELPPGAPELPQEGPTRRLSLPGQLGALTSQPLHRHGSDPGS
# MrgX1 PAM = positive allosteric modulators of MrgX1, primary screen, HEK293 cells, Fluo-4 calcium flux; FDSS; active compounds read high; 310,000 compounds, 0.63% hits; B-score at 10 µM;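 active = plate-corrected calcium response at least 3 library SD above typical, normal starting fluorescence, not activating the receptor alone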;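 note: compound read alongside a low EC10 to EC30 dose of BAM8-22 agonist; peak minus trough fluorescence over baseline measured at the second addition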
# * marks the source's active call; other numbers are inactive results; i = inactive.
# Under each structure: KCNK3 block | MrgX1 agonist | KCNQ1 act | KCNQ1 block | KCNK9 inh | RGS4 pot | TMEM16A inh | RGS4 block | TMEM16A act | hERG rescue | MrgX1 PAM
O=C(CN1C(=O)c2ccccc2C1=O)NCc1ccc(N2CCOCC2)cc1
    i | i | i | i | i | i | i | i | i | -4 | i
COc1ccc(C(=S)N2CCCC2)cc1OC
    i | i | i | i | i | i | i | i | i | -6 | i
Cc1ccc(C(=O)N2CC(=O)Nc3ccccc32)o1
    i | i | i | i | i | i | i | i | i | -1 | i
COc1ccc(-n2c(=O)c3ccccc3n(CC(=O)NCC3CCCO3)c2=O)cc1 (stereo not drawn)
    i | i | i | i | i | i | i | i | i | -11 | i
NC(=S)c1ncc(C(F)(F)F)cc1Cl
    i | i | i | i | i | i | i | i | i | -3 | i
CC(C)CN1CC(=O)N2C(c3ccccc3)c3[nH]c4ccccc4c3C[C@H]2C1=O (stereo partly drawn)
    i | i | i | i | i | i | i | i | i | -11 | i
N#Cc1c(C(F)(F)F)cc(-c2ccccc2)n(N)c1=O
    i | i | i | i | i | i | i | i | i | -3 | i
CCOC(=O)C1CCN(S(=O)(=O)c2ccc3[nH]c(=O)c(=O)[nH]c3c2)CC1
    i | i | i | i | i | i | i | i | i | -9 | i
CC(C)c1ccc(NS(=O)(=O)c2ccc(N3C(=O)CCC3=O)cc2)cc1
    i | i | i | i | i | i | i | i | i | -5 | i
Cn1c(CO)nc2cc(N)ccc21
    i | i | i | i | i | i | i | i | i | -2 | i
O=C(Nc1ccc(-c2cn3ccsc3n2)cc1)c1ccc(F)c(S(=O)(=O)N2CCOCC2)c1
    i | i | i | i | i | i | i | i | i | -12 | i
Cc1onc(-c2c(F)cccc2Cl)c1C(=O)Nc1nc2c(s1)CCCC2
    i | i | i | i | i | i | 100* | i | i | -13 | i
Cc1ccc(C)c(-n2c(-c3csc(C)c3)n[nH]c2=S)c1
    i | i | i | i | i | i | i | i | i | -12 | i
Cc1ccc(CN2CCN(/N=C/c3cc(Br)ccc3O)CC2)cc1
    i | i | i | i | i | i | i | i | i | -11 | i
CC1(C(=O)NNC(=O)C2CCCCC2)CC1(Cl)Cl (stereo not drawn)
    i | i | i | i | i | i | i | i | i | -6 | i
COc1ccc2cc3cc(C(=O)NC(C)C)oc3nc2c1
    i | i | i | i | i | i | i | i | i | -3 | i
Cc1ccc(C)c2[nH]c(=O)c(CCNC(=O)c3ccc(S(=O)(=O)N4CCCC4)cc3)cc12
    i | i | i | i | i | i | i | i | i | -8 | i
CC1(C)CC(=O)C(C(O)c2ccccc2)C(C)(C)N1 (stereo not drawn)
    i | i | i | i | i | i | i | i | i | -10 | i
CCOc1ccc(CNC(=O)C2CC(=O)N(C3CCCC3)C2)cc1OC (stereo not drawn)
    i | i | i | i | i | i | i | i | i | -10 | i
CC1(C)CC2(CC(c3ccccc3F)c3ccc(O)c(O)c3O2)NC(=S)N1 (stereo not drawn)
    i | i | i | i | i | i | i | i | i | -9 | i
COc1ccc(CNC(=O)C(c2ccc(C)o2)N(Cc2cccs2)C(=O)Cc2cccs2)cc1 (stereo not drawn)
    i | i | i | i | i | i | i | i | i | -15 | i
Cc1ccc2[nH]c(=O)c(CN(Cc3cccnc3)C(=S)NCCCN(C)C)cc2c1
    i | i | i | i | i | i | i | i | i | -7 | i
CC(=O)c1ccc(C(=O)NC2CC(C)(C)Cc3c2cnn3-c2ccccc2)cc1 (stereo not drawn)
    i | i | i | i | i | i | i | i | i | -7 | i
COC(=O)c1cn(C(=O)c2ccc(Cl)cc2)c2ccccc12
    i | i | i | i | i | i | i | i | i | -7 | i
CCOc1ccc(-c2nnc3n2N=C(c2ccc(OC)cc2)CS3)cc1
    i | i | i | i | i | i | i | i | i | -10 | i
Cc1ccc(NC(=O)C(C)Sc2nnc(-c3cccnc3)n2-c2ccccc2)cc1 (stereo not drawn)
    i | i | i | i | i | i | i | i | i | -20 | i
CCC1=Nc2ccccc2-c2nnc(SC)nc2O1
    i | i | i | i | i | i | i | i | i | -17 | i
CC(=O)C(Sc1nccc(-c2cccs2)n1)C(C)=O
    i | i | i | i | i | i | i | i | i | -18 | i
Nc1c(C(=O)NCCc2ccccc2)nnn1Cc1ccccc1
    i | i | i | i | i | i | i | i | i | -9 | i
O=C(NC1CCCCC1)C(c1ccc(F)cc1)N(Cc1ccco1)C(=O)CN1C(=O)c2ccccc2S1(=O)=O (stereo not drawn)
    i | i | i | i | i | i | i | i | i | -10 | i
N/C(Cc1cccc2ccccc12)=N\OC(=O)Cc1cccs1
    i | i | i | i | i | i | i | i | i | -8 | i
CC1CN(C(=O)CCc2cc(C(C)(C)C)c(O)c(C(C)(C)C)c2)CC(C)O1 (stereo not drawn)
    i | i | i | i | i | i | i | i | i | -6 | i
O=C(Nc1ccnn1C1CCN(C2CCCCC2)CC1)c1ccccc1
    i | i | i | i | i | i | i | i | i | -10 | i
O=C(Nc1ccc2c(c1)OC1(CCCC1)O2)C1CC1
    i | i | i | i | i | i | i | i | i | 0 | i
CSc1ccccc1NC(=O)c1cc(C2CC2)on1
    i | i | i | i | i | i | i | i | i | -8 | i
O=C(NC1CCCC1)c1cc(-c2ccccc2)nc2ccccc12
    i | i | i | i | i | i | i | i | i | -6 | i
Cc1ccc(NC(=O)CSc2ccc(C(N)=O)cc2[N+](=O)[O-])cc1
    i | i | i | i | i | i | i | i | i | -6 | i
CCCn1c(SCC(=O)N2c3ccc(F)cc3CCC2C)nnc1-c1ccccn1 (stereo not drawn)
    i | i | i | i | i | i | i | i | i | -14 | i
Cc1ccc2c(c1)sc(C)[n+]2CCCS(=O)(=O)[O-]
    i | i | i | i | i | i | i | i | i | -11 | i
O=C(CN1C(=O)C2C3C=CC(C3)C2C1=O)OCC(=O)c1ccccc1 (stereo not drawn)
    i | i | i | i | i | i | i | i | i | -7 | i
COc1ccccc1NC(=O)c1sc2ncn(Cc3ccc(C)cc3)c(=O)c2c1C
    i | i | i | i | i | i | i | i | i | -3 | i
Nc1ncc(CN2CCCC(C(=O)Nc3ccc(-c4ccco4)cc3)C2)cn1 (stereo not drawn)
    i | i | i | i | i | i | i | i | i | -9 | i
NC(=O)c1c(NC(=O)CN2C(=O)NC(Cc3ccccc3)C2=O)sc2c1CCC2 (stereo not drawn)
    i | i | i | i | i | i | i | i | i | -6 | i
C=C1CCN([C@@H](CC(C)C)C(=O)N2CCOCC2)S(=O)(=O)c2ccccc21
    i | i | i | i | i | i | i | i | i | -9 | i
Cc1cc(=O)oc(C)c1C(=O)NCc1ccccc1
    i | i | i | i | i | i | i | i | i | -4 | i
N#C/C(=C(/O)c1ccc(C(=O)c2ccccc2)cc1)c1nc2ccccc2[nH]1
    i | i | i | i | i | i | i | i | i | -5 | i
Cc1ccc(CSCC(=O)Nc2c(C)n(C)n(-c3ccccc3)c2=O)cc1
    i | i | i | i | i | i | i | i | i | 0 | i
N#C/C(=C(/O)COC(=O)CSc1ccc2ccccc2c1)c1nc2ccccc2[nH]1
    i | i | i | i | i | i | i | i | i | -6 | i
O=C(Nc1cccnc1)C1CCN(S(=O)(=O)c2cccc3nonc23)CC1
    i | i | i | i | i | i | i | i | i | 1 | i
c1cncc(CNc2ncnc3sc4c(c23)CCC4)c1
    i | i | i | i | i | i | i | i | i | -4 | i

# Further compounds:
# Under each structure: KCNK3 block | MrgX1 agonist | KCNQ1 act | KCNQ1 block | KCNK9 inh | RGS4 pot | TMEM16A inh | RGS4 block | TMEM16A act | hERG rescue | MrgX1 PAM
CCOC(=O)N1CCC(NC(=O)c2cc3c(-c4cccc(OC)c4)nn(C)c3s2)CC1
    i | i | i | i | i | i | i | i | i | -6 | i
COc1ccc(OC)c(-c2nnc(SCC(=O)N3CCCC3)o2)c1
    i | i | i | i | i | i | i | i | i | -7 | i
Cc1ccc(NC(=O)COC(=O)CCC(=O)c2cccs2)c(C)c1
    i | i | i | i | i | i | i | i | i | -11 | i
O=C(CCC(=O)c1ccc(F)cc1)Nc1cc(Cl)cc(Cl)c1
    i | i | i | i | i | i | i | i | i | -6 | i
COc1ccc(/C=C/C(=O)NC(=S)N2CCSCC2)cc1
    i | i | i | i | i | i | i | i | i | -8 | i
Cc1ccccc1OCC(=O)OCC(=O)Nc1cc(C(F)(F)F)ccc1N1CCOCC1
    i | i | i | i | i | i | i | i | i | -3 | i
COc1ccc(OC)c(NC(=O)Nc2ccc3c(c2)CCC3)c1
    i | i | i | i | i | i | i | i | i | 4 | i
O=C(c1ccc(S(=O)(=O)N2CCCC2)cc1)N1CCCCCC1
    i | i | i | i | i | i | i | i | i | -13 | i
CCC(=O)N(CC)C1=C(O)c2ccccc2C(=O)C1=O
    i | i | i | i | i | i | 25* | i | i | -8 | i
COC(=O)Nc1ccc2c(c1)N(C(=O)CCN(C)C)c1ccccc1CC2
    i | i | i | i | i | i | i | i | i | -1 | i
COC(=O)c1ccc(CNC(=O)COC(=O)Cc2ccsc2)cc1
    i | i | i | i | i | i | i | i | i | -10 | i
O=C(NCCc1ccccc1)c1ccccc1[N+](=O)[O-]
    i | i | i | i | i | i | i | i | i | -1 | i
CCC(CC)N1CCN(Cc2nc3ccc([N+](=O)[O-])cc3c(=O)n2-c2ccccc2F)CC1
    i | i | i | i | i | i | i | i | i | -5 | i
